Compound activity deposited in PubChem by National Center for Advancing Translational Sciences (NCATS).
GAA glycogen mod: qHTS Assay for Inhibitors and Activators of Human alpha-Glucosidase Cleavage of Glycogen | Lysosomal alpha-glucosidase (Homo sapiens), P10253 | Potency, µM (titrated, usually from 76.4 µM), inactives show at the highest dose activity change, negative = inhibition, actives largely listed as inhibitors | 300,000 compounds, 0.38% hits | recombinant GAA, glycogen substrate, Amplex Red glucose oxidase fluorescence;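 note: 0% = full enzyme reaction and -100% = no-enzyme basal signal; the screen sought inhibitors and activators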
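Recombinant human enzyme (4 nM); glycogen substrate; 37 C, 40 min, pH 5.0. Readout: coupled glucose oxidase/Amplex Red fluorescence.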
L3MBTL1 block: qHTS Assay for the Inhibitors of L3MBTL1. Potency, µM (titrated, usually from 57.1 µM), for inactives: at the top dose activity, negative = inhibition, actives largely listed as inhibitors. AlphaScreen L3MBTL1–H3K9me1 peptide binding. Lethal(3)malignant brain tumor-like protein 1 (Homo sapiens), Q9Y468. 230,000 compounds, 0.66% hits; note: nearly all actives have a fitted effect of over 60% in size
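AlphaScreen proximity signal between nickel-chelate acceptor and streptavidin donor beads (final 10 ug/mL) reports binding of 50 nM L3MBTL1 to 75 nM biotin-H3 K9me1 peptide; complex incubated with compounds 30 min at room temperature; cefsulodin titration as control.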
TexasRed fluor: Total Fluorescence Counterscreen for Inhibitors of the Interaction of Thyroid Hormone Receptor and Steroid Receptor Coregulator 2; TRb/SRC2 Texas Red total fluorescence interference; Potency, µM (series often up to 106 µM), for the others: at the highest dose fluorescence change, negative = quenching; 280,000 compounds, 0.29% hits; active = well fitted curve in either direction with a large enough effect; inconclusive = small, poorly fitted or top-dose-only effect
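Flags fluorescent or light-absorbing compounds by total fluorescence, S + 2P, at 555 nm excitation and 632 nm emission. Mixture: 20 nM Texas Red SRC2 peptide, 0.6 uM human TRb LBD, 1 uM T3, 5% DMSO; compound exposure 5 h at ambient temperature.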
RGS12 GoLoco inh: qHTS Assay for Inhibitors of RGS12 GoLoco Motif Activity (Red Fluorophore). Guanine nucleotide-binding protein G(i) subunit alpha-1 (Homo sapiens), P63096. Gai1:RGS12 GoLoco peptide FP, rhodamine, 10 min. Potency, µM (doses to about 61.6 µM), inactives show top-dose activity, negative = inhibition, most hits filed as inhibitors. 230,000 compounds, 0.44% hits; active = well fitted inhibition curve with a large enough effect, not every such curve was filed as active; inactive = no such curve, though single readings can be large or run the other way; note: nearly all actives have a fitted effect of over 30% in size; many of its hits are not listed in these tables
Target sequence (P63096 whole entry, looked up): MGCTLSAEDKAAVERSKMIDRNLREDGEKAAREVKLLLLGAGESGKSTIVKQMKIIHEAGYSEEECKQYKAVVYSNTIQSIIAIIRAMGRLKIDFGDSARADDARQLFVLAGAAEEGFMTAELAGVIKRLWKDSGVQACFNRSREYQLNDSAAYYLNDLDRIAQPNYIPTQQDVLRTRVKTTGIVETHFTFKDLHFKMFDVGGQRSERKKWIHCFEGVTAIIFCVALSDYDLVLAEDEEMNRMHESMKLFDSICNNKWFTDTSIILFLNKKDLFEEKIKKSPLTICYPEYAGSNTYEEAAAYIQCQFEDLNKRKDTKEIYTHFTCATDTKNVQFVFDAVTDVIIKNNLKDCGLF
GAA spleen mod: qHTS Assay for Inhibitors and Activators of Human alpha-Glucosidase From Spleen Homogenate; Lysosomal alpha-glucosidase (Homo sapiens), P10253; human spleen homogenate, 4-MU-alpha-glucoside fluorescence; 240,000 compounds, 0.006% hits; AID 2112, 2009; Potency, µM (series often up to 79.9 µM), without a hit: top-dose activity change, negative = inhibition, usual class: inhibitors;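 note: 0% = enzyme with vehicle and -100% = no enzyme basal signal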
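Human spleen homogenate (1 ug) incubated with compounds and 1 mM 4-methylumbelliferyl-alpha-D-glucopyranoside in pH 5.0 citrate/phosphate buffer, 37 C, 40 min. Stopped at pH 10; 4-MU fluorescence (Ex 365/Em 440 nm); AC50 by Hill fit.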
RECQ1 helicase: qHTS Assay for Inhibitors of RecQ-Like Dna Helicase 1 (RECQ1); ATP-dependent DNA helicase Q1 (Homo sapiens), P46063; RECQ1 DNA unwinding, red fluorescence kinetic read; Potency, µM (top dose mostly 57.3 µM), for inactives: top-dose activity, negative = inhibition, most hits filed as inhibitors; 240,000 compounds, 0.54% hits;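 note: plate controls were vehicle for no effect and no enzyme for full effect; nearly all actives have a fitted effect of over 30% in size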
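RECQ1T1 50 nM; forked duplex (20 bp + 30-nt ss tails) 200 nM, ATP 2 mM final; pH 8.0, 2 mM MgCl2, 2.5 ug/ml poly(dI-dC); 15 min compound preincubation; discontinuous kinetic read over 2 h at RT.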
GAA inh: qHTS Assay for Inhibitors of Human alpha-Glucosidase as a Potential Chaperone Treatment of Pompe Disease | Lysosomal alpha-glucosidase (Homo sapiens), P10253 | purified human GAA, 4-MU-alpha-glucoside fluorescence | Potency, µM (highest dose often 76.9 µM), inactives show at the highest dose activity change, negative = inhibition, most hits filed as inhibitors | 200,000 compounds, 0.005% hits;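 note: plate controls were uninhibited enzyme wells for no effect and no-enzyme background for full effect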
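Human enzyme at 4 nM with 400 uM 4-methylumbelliferyl-alpha-D-pyranoside, citrate/phosphate buffer pH 5.0, 0.005% Tween-20, 20 min at room temperature. Compounds up to 77 uM. 4-MU fluorescence (Ex 365/Em 440) read after NaOH/glycine stop; AC50 from Hill fit.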
TRb-SRC2 inh: qHTS for Inhibitors of the Interaction of Thyroid Hormone Receptor and Steroid Receptor Coregulator 2; Thyroid hormone receptor beta (Homo sapiens), P10828; TRbeta-SRC2 peptide binding, fluorescence polarization; receptor liganded with 1 µM T3; Potency, µM (highest dose often 106 µM), for inactives: at the top dose activity change, negative = inhibition, most hits filed as inhibitors; 280,000 compounds, 0.065% hits; AID 1469, 2008;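 note: plate controls were bound peptide for no effect and peptide without receptor for full effect; nearly all actives have a fitted effect of over 50% in size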
Target sequence (P10828 whole entry, looked up): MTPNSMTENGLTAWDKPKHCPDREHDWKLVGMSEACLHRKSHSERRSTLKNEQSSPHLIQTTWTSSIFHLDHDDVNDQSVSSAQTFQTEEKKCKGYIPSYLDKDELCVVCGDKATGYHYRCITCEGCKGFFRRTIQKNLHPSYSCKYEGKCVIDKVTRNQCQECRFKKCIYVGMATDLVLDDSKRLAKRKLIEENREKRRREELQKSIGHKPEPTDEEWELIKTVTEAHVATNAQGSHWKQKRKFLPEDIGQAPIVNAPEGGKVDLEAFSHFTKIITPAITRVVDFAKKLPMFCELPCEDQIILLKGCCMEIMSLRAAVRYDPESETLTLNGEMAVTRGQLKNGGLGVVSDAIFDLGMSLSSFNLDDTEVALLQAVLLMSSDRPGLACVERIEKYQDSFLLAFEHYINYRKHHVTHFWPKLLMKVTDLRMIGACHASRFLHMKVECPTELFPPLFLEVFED
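Human TRb ligand-binding domain (0.6 uM) is mixed with 20 nM Texas Red SRC2 peptide and 1 uM T3; after compound addition and 5 hr at ambient temperature, polarization is measured and normalized to unbound and bound controls.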
* marks the source's active call; other numbers are inactive results; i = inactive; ? = inconclusive; . = no result given; [ ] = another dose, or the depositor's remark. Unless noted, calls come from the whole dose curve; as a rule, active = well fitted curve in the direction sought with a large enough effect; inconclusive = small, poorly fitted or top-dose-only effect, or another doubt; inactive = no such curve, though single readings can be large; an effect the other way counts as inactive or inconclusive. Unless noted, % is set by controls: 0 for no effect and ±100 for the full control effect; potency is the fitted concentration of half-maximal effect. Not all compounds are listed; rates above refer to the full screens.

Compound	GAA glycogen mod	L3MBTL1 block	TexasRed fluor	RGS12 GoLoco inh	GAA spleen mod	RECQ1 helicase	GAA inh	TRb-SRC2 inh
Cc1cccc(N2CCN(Cc3cc(=O)n4ccsc4n3)CC2)c1C	1%	-5%	-1%	0%	-3%	i	-1%	1%
O=C(Nc1ccccc1C(=O)N/N=C/c1ccco1)c1ccc(Cl)cc1	-2%	-5%	-58%	5%	0%	-15%	-6%	-3%
COc1ccc(CSc2nc(C)cc(C)c2S(C)(=O)=O)cc1	0%	12%	2%	6%	5%	-15%	-6%	5%
Cc1onc(-c2ccccc2)c1CNS(=O)(=O)c1ccccc1[N+](=O)[O-]	4%	-8%	-4%	1%	1%	-7%	-7%	-6%
COc1ccc(O[C@H]2C=C[C@@H](c3ccccc3)O[C@H]2COC(=O)CC/C(C)=N\O[C@@H](C)CN2CCCCc3nc(C)c(C)cc32)cc1	.	.	-1%[11.2 µM]	.	0%[17.4 µM]	i[11.5 µM]	.	0%[11.2 µM]
O=[N+]([O-])c1cc(S(=O)(=O)Nc2cccc(Cl)c2)ccc1N/N=C/c1ccc(N2CCOCC2)cc1	-1%	.	2%	-22%	-9%	-18%	.	6%
CCOC(=O)C1=C(COc2ccc(C)cc2)NC(=O)NC1c1cc(C)ccc1C (centres undefined)	13%	-3%	-4%	.	3%	0%	5%	-8%
O=C1C(Cc2ccc(F)cc2)SC(=Nc2ccccc2)N1c1ccccc1 (centres undefined)	-3%	5%	2%	-2%	2%	-5%	-6%	2%
CN1C(=O)C2ON(c3ccccc3)C(c3cccs3)C2C1=O (centres undefined)	4%	4%	-1%	1%	1%	-2%	4%	5%
CCC(=O)Nc1ccc(C(=O)CSc2nnc(-c3ccc(O)cc3)n2CC2CCCO2)cc1OC (centres undefined)	0%	-8%	1%	0%	-8%	-9%	-3%	-2%
CC1CCc2nc(NC(=O)CSc3nc4ccccc4o3)sc2C1 (centres undefined)	2%	-18%[11.4 µM]	0%	1%	-12%	0%	-3%	-14%
Cc1cc[n+](CC(=O)c2ccc(NC(=O)c3ccccc3)cc2)c2ccccc12	6%	-6%	5%	42%[activator]	4%	i	5%	11%
COc1cccc(/C=N/NC(=O)c2oc3nc(-c4ccccc4)cc(-c4ccco4)c3c2N)c1	-2%	-13%	0%	-5%	-2%	6%	.	-7%
Cc1c(Cl)cccc1NC(=S)N1CCN(C(=O)C2CCCO2)CC1 (centres undefined)	9%	7%	-1%	.	-5%	-6%	0%	-1%
CC(C)CN1C(=O)c2ccccc2C1(O)Cc1ccccc1 (centres undefined)	-9%	31%[activator]	2%	25%	-3%	-4%	4%	-22%
CCCS(=O)(=O)NCCc1cc2cc(C)c(C)cc2[nH]c1=O	-1%	-3%	-6%	-3%	-2%	-2%	-1%	-3%
O=[N+]([O-])c1ccc(OCc2cccc(COc3ccc([N+](=O)[O-])cc3)n2)cc1	1%	-1%	2%	-2%	-3%	-1%	14%	7%
COc1ccc(C2=NOC(CNC(=O)c3ccccc3Br)C2)c(OC)c1 (centres undefined)	2%	-11%	1%	12%	1%	-1%	.	8%
O=C(NC(=S)Nc1ccc(N2CCOCC2)c(Cl)c1)C(c1ccccc1)c1ccccc1	-14%	-10%	-3%	13%	-6%	-17%	-7%	4%
CCCC1S/C(=N/N=C/c2ccc(OC)cc2)N(Cc2ccc(OC)cc2)C1=O (centres undefined)	-10%	0%	-1%	4%	-6%	-7%	-3%	-12%
O=C(Nc1nnc(C2CC2)s1)c1ccncc1	13%	7%	-5%	6%	-6%	-11%	-16%	-2%
Cc1noc(C)c1CSc1nnc2sc3ccccc3n12	7%	-2%	-3%	-7%	5%	-2%	?	-5%
S=C(NCc1ccccc1)Nc1ccc(Cl)cc1	-6%	11%	-7%	9%	1%	i	-4%	-1%
Cc1nn2cc(-c3ccc(-c4ccccc4)cc3)nc2s1	-2%	0%	-4%	3%	3%	0%	1%	-5%
CCn1c(NC(=O)c2ccccc2F)c(-c2cccs2)c(=O)c2ccccc21	.	-5%	-2%	18%	8%	-4%	.	8%
O=C1CCCc2ccccc2N1Cc1c(Cl)cccc1Cl	0%	-5%	-2%	5%	-9%	-2%	5%	3%
CC1=NN(Cc2ccccc2)C(=O)/C1=C\c1ccc(N(C)C)cc1	-4%	?	-11%	17%	-3%	-4%	1%	1%
CNc1c([N+](=O)[O-])cnn1-c1ccc(C)cc1	11%	-4%	-4%	5%	2%	i	-2%	-9%
CCOc1cccc(NC(=O)CSc2nc(C)c3c(c2C#N)CCCC3)c1	0%	5%	-2%	9%	10%	0%	-5%	-7%
CCOC(=O)C1CCCN(C2CC(=O)N(c3cccc(C)c3)C2=O)C1 (centres undefined)	3%	3%	-7%	0%	6%	-5%	-6%	0%
Nc1ccc2nc(SCc3cccc(F)c3)sc2c1	4%	.	-1%	-4%	-8%	-21%	-5%	-8%
O=C1C=C(c2ccccc2)C[C@H](c2cccs2)[C@H]1n1nnc([N+](=O)[O-])n1	0%	-18%	?	5%	-1%	-13%	-5%	2%
CCOc1ccccc1Nc1nnc(Cc2ccccc2Cl)c(=O)[nH]1	3%	-1%	-1%	14%	-2%	i	-13%	-1%
O=C(Oc1ccc(-c2csnn2)cc1)c1cccs1	0%	11%	1%	8%	4%	i	-8%	4%
CCOC(=O)COc1c(OC)cc(Cl)cc1C1Nc2ccccc2C(=O)N1c1cccc(C)c1 (centres undefined)	-5%	1%	-6%	3%	-5%	5%	?	0%
S=C(NCCCN1CCOCC1)Nc1ccc(Cl)cc1	5%	7%	-3%	-3%	5%	-6%	7%	5%

Limited to L3MBTL1 block and GAA spleen mod, for 4 of the compounds above:
smiles	L3MBTL1 block	GAA spleen mod
Cc1onc(-c2ccccc2)c1CNS(=O)(=O)c1ccccc1[N+](=O)[O-]	-8%	1%
COc1ccc(O[C@H]2C=C[C@@H](c3ccccc3)O[C@H]2COC(=O)CC/C(C)=N\O[C@@H](C)CN2CCCCc3nc(C)c(C)cc32)cc1	.	0%[17.4 µM]
O=[N+]([O-])c1cc(S(=O)(=O)Nc2cccc(Cl)c2)ccc1N/N=C/c1ccc(N2CCOCC2)cc1	.	-9%
CCOC(=O)C1=C(COc2ccc(C)cc2)NC(=O)NC1c1cc(C)ccc1C (centres undefined)	-3%	3%

2 records picked at random from the list so far, as already listed:
Compound	GAA glycogen mod	L3MBTL1 block	TexasRed fluor	RGS12 GoLoco inh	GAA spleen mod	RECQ1 helicase	GAA inh	TRb-SRC2 inh
O=C1CCCc2ccccc2N1Cc1c(Cl)cccc1Cl	0%	-5%	-2%	5%	-9%	-2%	5%	3%
Nc1ccc2nc(SCc3cccc(F)c3)sc2c1	4%	.	-1%	-4%	-8%	-21%	-5%	-8%

Going on with the list:
Compound	GAA glycogen mod	L3MBTL1 block	TexasRed fluor	RGS12 GoLoco inh	GAA spleen mod	RECQ1 helicase	GAA inh	TRb-SRC2 inh
O=C(Nc1ccc2c(c1)Cc1ccccc1-2)c1ccncc1	3%	-11%	-1%	-7%	4%	-5%	10%	7%
O=C(Oc1ccc([N+](=O)[O-])cc1)c1cccnc1	1%	-1%	-4%	-3%	-6%	i	-2%	-3%
Cc1ccc(Cc2c(C)nc3nc(SCC(=O)NCCN4CCOCC4)nn3c2C)cc1	-4%	.	-6%	4%	-16%	0%	-11%	-6%
CC1(C)C2CCC1(CS(=O)(=O)Nc1ccc(S(=O)(=O)NC3CCCCC3)cc1)C(=O)C2 (centres undefined)	0%	3%	15%	-12%	-6%	-5%	-9%	10%
CCC(=O)Nc1nnc(SCC(=O)N2c3ccccc3CC2C)s1 (centres undefined)	1%	2%	-2%	0%	-24%	0%	-13%	-16%
Cc1cc(C)cc(-n2nnnc2SCC(=O)Nc2nc(-c3ccc(Cl)cc3)cs2)c1	-3%	4%	0%	5%	6%	-13%	5%	1%
CC(C)NS(=O)(=O)c1ccc(CCC(=O)NCc2ccncc2)cc1	5%	-8%	2%[53 µM]	-5%	-2%	-9%	10%	7%[53 µM]
CCOc1ccc(C(=O)NCC2CCCO2)cc1OCC (centres undefined)	-2%	-2%	-3%	96%[activator]	4%	i	7%	3%
CCSc1nnc(NC(=O)CCNS(=O)(=O)c2cc(Br)cnc2N)s1	-1%	-8%	0%	1%	-4%	-4%	-5%	-3%
COc1ccc(-c2ccc(/C=N/NC(=O)Cc3nnc(N)s3)o2)cc1Cl	-16%	-3%	-2%	2%	-4%	-16%	-12%	-1%
COc1ccc2[nH]cc(CCNc3ccnc(-c4cccc(NS(C)(=O)=O)c4)n3)c2c1	.	.	-4%	-15%	-7%	-18%	.	0%
CC(C)C1Cc2nc(Cl)c(C#N)cc2CO1 (centres undefined)	-4%	8%	-3%	0%	-6%	i	?	5%
O=C1CCCC2=C1C(c1ccccc1)C1=C(CCCC1=O)O2	14%	-2%	2%	5%	4%	2%	3%	-7%
CCOC(=O)/C(=N/Nc1ccc(C)cc1)S(=O)(=O)c1ccc(Cl)cc1	-10%	.	1%	-2%	1%	9%	-11%	-14%
CCN1CCN(Cc2cc(=O)oc3cc4c(cc23)CCC4)CC1	-1%	1%	-3%	5%	3%	-4%	5%[15.4 µM]	1%
Cc1ccc(NS(=O)(=O)c2cccc(C(=O)Nc3c(C)n(C)n(-c4ccccc4)c3=O)c2)cc1	-3%	3%	-3%	5%	1%	15%	-29%	0%
